# XIAP antagonists: XIAP antagonists, biochemical, IAP family, fluorescence polarization (AID 1018); hit rate 0.007% among 200,000; XIAP BIR domain, fluorescence polarization peptide displacement; higher % means a stronger effect; one-dose displacement, % at 20 µM; IC50 in µM for titrated hits; in the data active = displacement above about 50%; also: a part of the inactive calls stands beside numbers as strong as those of hits
# Dengue-2 NS5 capping: Dengue-2 NS5 methyltransferase inhibitors, primary screen, biochemical, confirmation dose response (AID 588689). inhibition, % at 25 µM; hits with a dose series show IC50 in µM. hit rate 0.3% among 340,000. Dengue-2 NS5 methyltransferase capping enzyme assay, biochemical; higher % means a stronger effect; in the data active = a potency from the dose series
# Large T inhibition: TAg ATPase/helicase activity blockers – biochemical (AID 1903). SV40 large T antigen ATPase/helicase inhibition assay; higher % means a stronger effect. one-dose inhibition, % at 20 µM; IC50 in µM for titrated hits. hit rate 0.39% among 310,000; in the data active = a potency from the dose series; also: strong numbers were not always called active
# RSV CPE inhibition: inhibition of RSV-induced cytopathic effect – HEp-2 cells, primary 10 µM value included (AID 2391); HEp-2 cells, RSV-induced CPE inhibition; higher % means a stronger effect; CPE inhibition, % at 10 µM, or IC50 in µM where a hit was titrated; hit rate 0.13% among 310,000; in the data active = a potency from the dose series; also: strong numbers were not always called active
# K1F lysis inhibition: protection from phage-mediated lysis, alamar blue read-out – E. coli UTI89, K1F phage, bacterial capsule biogenesis inhibitors (AID 488966). hit rate 0.02% among 340,000. inhibition, % at 100 µM, or IC50 in µM where a hit was titrated. E. coli UTI89 K1F phage lysis, alamar blue, 2 h; higher % means a stronger effect;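 active = phage lysis inhibition, versus mean bacterial control, above a set limit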;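 also: capsule biogenesis inhibitors block K1F phage lysis so surviving cells raise fluorescence; higher fluorescence means more inhibition of phage lysis; actives were called in the ten point dose series up to 300 µM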
# WT yeast gro inh: growth inhibition of WT yeast, mitochondrial fusion screen | hit rate 2.1% among 190,000 | AID 1362 | inhibition, % at 10 µM | mitochondrial fusion phenotypic screen, WT strain; in the data active = inhibition above about 58%; tested in S. cerevisiae
# West Nile virus CPE: West Nile virus antiviral activity, cell-based, CPE readout (AID 1621). West Nile virus-infected cells, CPE inhibition; higher % means a stronger effect. CPE inhibition, % at 10 µM; hits with a dose series show IC50 in µM. hit rate 0.02% among 290,000; in the data active = a potency from the dose series; also: strong numbers were not always called active
# Yfh1-off respiration: mitochondrial function rescue without frataxin homolog – Friedreich's ataxia, plus single-dose screen, dose response (AID 1465); S. cerevisiae Yfh1-off respiration, WST-1 reduction, 72 h; higher fold induction means a stronger effect; fold induction at 50 µM, or EC50 in µM where a hit was titrated; hit rate 0.074% among 220,000;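 active = fold induction of absorbance versus untreated yeast above a set limit, then at least 30% activation at any dose in follow-up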;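 also: activators that raise dye reduction in frataxin-depleted yeast; strong numbers were not always called active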
# CSM14.1 death rescue: protection against thapsigargin-triggered cell killing – 384-well, CSM14.1, ATP luminescence, primary screen (AID 1222); CSM14.1 thapsigargin-induced death rescue, ATP luminescence; higher % means a stronger effect; 190,000 tested, under 10 active; cellular ATP content (survival), % at 20 µM, or EC50 in µM where a hit was titrated;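 active = EC50 below 50 µM in the dose-response confirmation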;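 also: death triggered by thapsigargin at about 15 µM added after 2 h compound pretreatment; cell ATP read after overnight thapsigargin exposure of roughly 18 to 22 hours; normalized against plate controls of thapsigargin alone and 5% DMSO vehicle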
# WT yeast gro inh mutant strain: recorded beside WT yeast gro inh, whose call it bears; inhibition, %; mitochondrial fusion phenotypic screen, mutant strain inhibition
# Dengue-2 NS5 capping pilot replicate: second read-out of Dengue-2 NS5 capping, no call of its own (marks repeat the call); inhibition, %; measured here: pilot screen replicate inhibition
# * marks the source's active call; other numbers are inactive results; i = inactive; · = no result given; & = joins results of further samples; [ ] = dose if it differs, or a comment.
SMILES,XIAP antagonists,Dengue-2 NS5 capping,Large T inhibition,RSV CPE inhibition,K1F lysis inhibition,WT yeast gro inh,WT yeast gro inh mutant strain,West Nile virus CPE,Yfh1-off respiration,CSM14.1 death rescue,others
C=CCn1c(N2CCCCCC2)nc2c1c(=O)n(C)c(=O)n2C,-3.2%,-4.1%,9.5%,-0.4%,0.0%,1.0,15.5,0.1%,i,0.9%,
COc1ccccc1CN(C)C(=O)c1cc2ccccc2o1,·,-10.0%,6.4%,4.2%,0.3%,·,·,0.3%,·,·,
CCC(C)n1c(SCC(=O)Nc2ccc3[nH]c(=O)[nH]c3c2)nc2ccccc2c1=O (stereo unspecified),·,7.9%,2.1%,11.4%,-0.4%[50 µM],·,·,·,·,·,
O=C(c1ccc(S(=O)(=O)Nc2ccccc2F)cc1)N1CCCCCC1,·,-8.7%,12.3%,-0.1%,1.3%[50 µM],·,·,·,·,·,
Cc1ccn2c(Nc3ccccc3C)c(-c3cccnc3)nc2c1,-5.2%,-11.6%,21.4%,1.1%,-0.1%,19.5,21.0,-1.0%,i,-0.1%,
CCN(CCn1cccn1)C(=O)c1cc(COc2cc(C)ccc2C)on1,·,-2.7%,-1.5%,0.8%,-0.1%,·,·,-1.0%,·,·,
Cc1cc(Cl)ccc1C(=O)C1CCCN(C(=O)c2cc(C(C)C)no2)C1 (stereo unspecified),-4.6%,-5.3%,·,1.8%,0.0%,1.4,-18.3,-1.8%,i,2.3%,
COc1cc(C(=O)Nc2nc3ccc(S(C)(=O)=O)cc3s2)cc(OC)c1C,·,8.7%,14.9%,2.3%,0.0%,·,·,-0.1%,i,·,
COc1ccc(Cl)cc1NC(=O)C(C)NC(c1ccccc1)c1ccccc1 (stereo unspecified),-8.2%,-5.1%,-4.6%,12.9%,7.1%,31.5,4.1,-0.4%,i,5.4%,
O=C(Cc1ccc(Cl)c(Cl)c1)NC1CCCCCC1,·,-8.9%,7.5%,3.8%,0.4%,·,·,-1.9%,·,·,
CCOc1ccccc1NC(=O)CN(c1cc(C)cc(C)c1)S(=O)(=O)c1c(C)noc1C,-3.3%,-3.7%,5.3%,0.8%,1.5%,15.2,-2.8,-1.2%,i,-1.1%,
Cn1c(Cn2c(=O)sc3ccccc32)nnc1SCc1ccccc1F,-3.4%,0.0%,3.7%,2.9%,-2.1%,2.2,-2.8,-0.4%,i,-0.5%,
COc1ccc(C)cc1NC(=O)CN1CCN(S(=O)(=O)c2ccc(C(C)C)cc2)CC1,-4.0%,-4.0%,5.6%,3.0%,-0.2%,-30.1,7.0,-0.5%,i,·,
COc1ccc(CNc2cccc(F)c2)cc1Br,-0.1%,-5.5%,0.9%,0.9%,-0.3%,22.6,14.1,-0.2%,i,-1.3%,
CC(C)Nc1nc(NC(C)C)nc(N(C#N)CCOc2ccc(Cl)cc2Cl)n1,-6.4%,0.0%,8.6%,8.3%,0.8%,56.2,17.8,0.1%,i,-0.9%,
O=C(CN1C(=O)c2cccc3cccc1c23)NCc1ccccn1,-7.1%,-8.2%,17.4%,1.0%,-0.5%,-17.6,-31.7,-0.1%,i,-1.8%,
O=c1ccn(Cc2ccccc2)cc1,·,-4.8%,0.0%,0.9%,1.0%,·,·,0.1%,i,·,
CCN(CCCc1ccccc1)CCCc1ccccc1,-6.2%,-5.9%,4.4%&9.6%,-1.9%,13.8%,19.6,16.6,-0.2%,i,-2.3%,
Cc1cc(Br)c2c(c1)C(O)(N1CCCCC1C)C(=O)N2 (stereo unspecified),2.6%,-12.1%,1.1%,2.9%,1.2%[50 µM],-6.7,-28.2,-1.1%,i,-1.0%,
CC(=O)N(C)C1=C(N2CCOCC2)C(=O)c2ccccc2C1=O,-5.9%,-4.9%,-3.7%,-2.6%,0.6%,16.2,14.9,0.5%,i,-0.1%,
Cc1ccc(NC2=C(Cl)C(=O)OC2OC(=O)c2ccco2)cc1C (stereo unspecified),-6.0%,-6.5%,7.7%,3.8%,-7.2%,-14.0,-0.3,-0.1%,i,-9.5%,
CC(NC(=O)Nc1ccccc1)C(c1ccccc1)N1CCOCC1 (stereo unspecified),-3.9%,-10.8%,8.7%,1.9%,3.0%,-7.1,-16.6,-1.0%,i,-0.3%,
Cn1nnc(NC(=O)c2ccccc2)n1,-7.0%,-4.8%,5.7%,-0.4%,-0.4%,4.0,-9.9,0.1%,i,-0.8%,
N#CCOC(=O)c1sccc1-n1cccc1,-2.5%,0.0%,2.7%,1.2%,0.4%,25.0,-6.5,0.3%,i,-1.3%,
CCOc1ccc(-c2noc(CCCC(=O)NCC3CCCO3)n2)cc1OC (stereo unspecified),·,-4.6%,13.6%,2.3%,1.5%[50 µM],·,·,-0.2%,·,·,
CC(=O)Nc1ccc(NC(=O)CSc2nnnn2C2CCCCC2)cc1,·,-0.7%,-2.7%,-1.2%,0.0%[50 µM],·,·,·,·,·,
COc1ccc(-n2c(C)cc(C(=O)CN3C(=O)NC4(CCc5ccccc54)C3=O)c2C)cc1 (stereo unspecified),-6.2%,-2.5%,4.1%,5.5%,0.8%,3.7,-9.5,-1.5%,i,1.7%,
O=C(CN1C(=O)COc2ccccc21)N(Cc1ccccc1)Cc1ccccn1,-5.2%,0.0%,14.7%,1.5%,0.3%,8.9,21.6,·,i,-2.0%,
COc1ccc(CNC(=O)[C@H](C)NC(=O)C2CC(=O)N(c3ccc(OC)cc3)C2)cc1 (stereo partly specified),·,-0.9%,11.8%,0.5%,0.2%,·,·,-0.3%,·,·,
COc1ccc(NC(=O)C2CCCCN2S(=O)(=O)c2ccc(F)cc2)cc1 (stereo unspecified),0.9%,-2.9%,-2.6%,0.1%,0.4%,15.3,3.1,-0.5%,i,·,
COc1cc(/C=C/c2noc(-c3ccccc3O)n2)cc(OC)c1OC,-0.3%,-5.1%,10.3%,2.9%,2.2%,-10.0,7.2,-0.6%,i,0.8%,
NC(=O)c1nsc(C(=O)N(c2ccccc2)C(C(=O)NCC2CCCO2)c2ccc3ncccc3c2)c1N (stereo unspecified),·,5.8%,-0.2%,1.1%,-0.1%,·,·,1.5%,·,·,
O=C(CSCc1ccccc1Cl)NN1C(=O)c2ccccc2C1=O,-3.2%,2.1%,-0.4%,-0.3%,0.5%,-9.7,4.3,0.0%,i,-0.4%,
CCCCN(CC)CCNC(=O)c1[nH]c(C)c(C(C)=O)c1C,-4.0%,-7.4%,-4.7%,1.8%,0.1%,-3.7,2.0,0.2%,i,-1.6%,
Cc1ccccc1S(=O)(=O)c1c(C)cc(C)n(C(C)C)c1=O,0.5%,-4.8%,35.1%,2.9%,1.6%,11.4,16.8,-0.2%,i,-1.0%,
COc1ccc(-c2cc(C(F)(F)F)n3nc(C(=O)NCc4ccco4)cc3n2)cc1,-6.6%,-2.8%,14.4%,0.8%,0.4%,27.6,25.0,-0.5%,i,1.0%,
Cc1ccc(NC(=O)c2sc3nc(N4CCOCC4)c4c(c3c2N)CC(C)(C)OC4)cc1,·,-7.0%,21.6%,11.2%,0.3%,·,·,3.0%,·,·,
COc1ccccc1CNC(=O)CN1CCC(NC(=O)c2ccccc2F)CC1,-1.2%,0.0%,8.4%,0.9%,-1.2%,16.9,24.2,-0.6%,i,-1.8%,
CCOc1ccc(NC(=O)CN2C(=O)C3CC=CCC3C2=O)cc1 (stereo unspecified),-1.2%,1.3%,-6.8%,0.1%,0.1%,-4.2,-11.7,0.4%,i,-1.8%,
[O-]/[N+](=C/c1cccnc1)c1ccc(Br)cc1,-15.7%,-26.9%,19.3%,1.0%,0.1%,3.5,-5.4,1.2%,i,-0.8%,
Cc1cc(C)c(NC(=O)Cn2nnc(C(=O)NCc3cccs3)c2N)c(C)c1,-2.3%,-10.5%,3.9%,0.4%,0.6%,0.9,-6.9,-0.1%,i,-0.7%,
CCOC(=O)c1csc(NC(=O)CSc2nnnn2-c2cccc(OC)c2)n1,-10.4%,-4.0%,5.3%,1.2%,-0.3%,-19.2,-6.2,0.2%,i,-6.4%,
O=C(CSc1cccc[n+]1[O-])NCCCc1ccccc1,-4.4%,-3.6%,6.9%,1.4%,0.0%,-10.0,-5.0,0.3%,i,2.7%,
COc1ccc(/C=C/C(=O)OCC(=O)Nc2cccc(Oc3ccccc3)c2)c(OC)c1,-4.1%,-8.0%,5.0%,11.1%,2.1%,7.6,8.1,0.6%,i,0.4%,
O=C(COc1ccc(F)cc1F)N1CCCCCCC1,·,-5.2%,1.4%,-0.1%,0.1%,·,·,-0.2%,·,·,Dengue-2 NS5 capping pilot replicate=-7.9
Cc1c(C(=O)N2CCCC2)oc2c1-c1nn(CC(=O)NCCCOC(C)C)cc1CC2,·,-1.7%,10.5%,-0.4%,0.1%,·,·,0.4%,·,·,
CCOc1cc(NC(=S)Nc2cccc(C)c2)c(OCC)cc1NC(=O)CC(C)C,-2.7%,-2.0%,8.9%,·,0.8%,4.3,-5.7,0.5%,i,-0.7%,

# Structures above with fluorine, in the order listed:
SMILES,XIAP antagonists,Dengue-2 NS5 capping,Large T inhibition,RSV CPE inhibition,K1F lysis inhibition,WT yeast gro inh,WT yeast gro inh mutant strain,West Nile virus CPE,Yfh1-off respiration,CSM14.1 death rescue,others
O=C(c1ccc(S(=O)(=O)Nc2ccccc2F)cc1)N1CCCCCC1,·,-8.7%,12.3%,-0.1%,1.3%[50 µM],·,·,·,·,·,
Cn1c(Cn2c(=O)sc3ccccc32)nnc1SCc1ccccc1F,-3.4%,0.0%,3.7%,2.9%,-2.1%,2.2,-2.8,-0.4%,i,-0.5%,
COc1ccc(CNc2cccc(F)c2)cc1Br,-0.1%,-5.5%,0.9%,0.9%,-0.3%,22.6,14.1,-0.2%,i,-1.3%,
COc1ccc(NC(=O)C2CCCCN2S(=O)(=O)c2ccc(F)cc2)cc1 (stereo unspecified),0.9%,-2.9%,-2.6%,0.1%,0.4%,15.3,3.1,-0.5%,i,·,
COc1ccc(-c2cc(C(F)(F)F)n3nc(C(=O)NCc4ccco4)cc3n2)cc1,-6.6%,-2.8%,14.4%,0.8%,0.4%,27.6,25.0,-0.5%,i,1.0%,
COc1ccccc1CNC(=O)CN1CCC(NC(=O)c2ccccc2F)CC1,-1.2%,0.0%,8.4%,0.9%,-1.2%,16.9,24.2,-0.6%,i,-1.8%,
O=C(COc1ccc(F)cc1F)N1CCCCCCC1,·,-5.2%,1.4%,-0.1%,0.1%,·,·,-0.2%,·,·,Dengue-2 NS5 capping pilot replicate=-7.9

# 2 entries picked at random from the list so far, as already listed:
SMILES,XIAP antagonists,Dengue-2 NS5 capping,Large T inhibition,RSV CPE inhibition,K1F lysis inhibition,WT yeast gro inh,WT yeast gro inh mutant strain,West Nile virus CPE,Yfh1-off respiration,CSM14.1 death rescue,others
[O-]/[N+](=C/c1cccnc1)c1ccc(Br)cc1,-15.7%,-26.9%,19.3%,1.0%,0.1%,3.5,-5.4,1.2%,i,-0.8%,
CCOc1ccc(NC(=O)CN2C(=O)C3CC=CCC3C2=O)cc1 (stereo unspecified),-1.2%,1.3%,-6.8%,0.1%,0.1%,-4.2,-11.7,0.4%,i,-1.8%,
